From PubChem BioAssay
Wnt bcat act: Wnt/beta-catenin pathway activators, primary screen, cell-based, plate reader, single point; Wnt/beta-catenin reporter cell assay, activator; activation, % at 9.35 µM; 300,000 compounds, 1.2% hits; AID 743398, 2014; in the data active = activation above about 30%, passing the limit was not always enough;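 note: 0% = neutral control wells and 100% = positive control wells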
Pemphigus Ab inh: inhibitors of pemphigus antibody binding to DSG3, primary screen, biochemical, bead-based, flow cytometry, scFv-GFP; AID 588358, 2011; DSG3-coupled beads, scFv-anti-DSG3-GFP binding; active compounds read low; binding (percent of control), % at 10 µM; 310,000 compounds, 0.48% hits; Desmoglein-3 (Homo sapiens), P32926;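 active = binding more than 3 SD below its plate's average and above zero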;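 note: hits lower antibody fragment binding to DSG3; some compounds called inactive have numbers as strong as hits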
C-LANA FP: inhibitors of KSHV C-LANA binding to DNA, primary screen, biochemical, fluorescence polarization, FAM-LBS DNA, MBP-C-LANA, single point | Kaposi's sarcoma herpesvirus LANA C-terminal domain (residues 932-1162) DNA binding | inhibition, % at 9 µM | 340,000 compounds, 0.078% hits;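 active = highest replicate inhibition at or above 60% at 9 µM, even if other replicates fall short; inactive = all replicates below 60% inhibition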;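 note: 0% = neutral control wells and 100% = 4 µM acridine orange control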
V-ATPase pHluor: regulators of yeast V-ATPase proton pumping, primary screen, pHLuorin cytosolic pH fluorescence; response, % at 10 µM; S. cerevisiae; 350,000 compounds, 0.37% hits; in the data active = response mostly above about 7.3%, no sharp cut-off; inactive = mostly below about 5.4%; note: actives read high; inactives centre near 0; some compounds called inactive have numbers as strong as hits; reference of the scale not given here
OPRM1-OPRD1 ag: agonists of OPRM1-OPRD1 heterodimerization, primary screen, cell-based, luminescence | Mu-type opioid receptor (Homo sapiens) + Delta-type opioid receptor (Homo sapiens), … | cells | activation, % at 9.3 µM | 340,000 compounds, 0.3% hits | AID 504326, 2011; in the data active = activation above about 18%;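 note: 0% = vehicle-treated cells and 100% = reference agonist; values of inactives mirror those of a sister screen read the other way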
Target sequence (P35372 whole entry, looked up): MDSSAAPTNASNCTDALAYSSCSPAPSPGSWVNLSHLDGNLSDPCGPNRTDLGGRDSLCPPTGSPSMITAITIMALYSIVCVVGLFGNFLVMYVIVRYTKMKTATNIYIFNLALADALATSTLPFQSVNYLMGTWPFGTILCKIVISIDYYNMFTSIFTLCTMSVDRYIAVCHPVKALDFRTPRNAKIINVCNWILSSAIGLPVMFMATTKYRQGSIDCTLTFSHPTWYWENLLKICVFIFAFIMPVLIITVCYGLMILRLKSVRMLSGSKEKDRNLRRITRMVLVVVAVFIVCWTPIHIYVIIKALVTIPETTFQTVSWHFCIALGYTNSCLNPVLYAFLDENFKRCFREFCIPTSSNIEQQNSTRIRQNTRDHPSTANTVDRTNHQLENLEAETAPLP
Target sequence (P41143 whole entry, looked up): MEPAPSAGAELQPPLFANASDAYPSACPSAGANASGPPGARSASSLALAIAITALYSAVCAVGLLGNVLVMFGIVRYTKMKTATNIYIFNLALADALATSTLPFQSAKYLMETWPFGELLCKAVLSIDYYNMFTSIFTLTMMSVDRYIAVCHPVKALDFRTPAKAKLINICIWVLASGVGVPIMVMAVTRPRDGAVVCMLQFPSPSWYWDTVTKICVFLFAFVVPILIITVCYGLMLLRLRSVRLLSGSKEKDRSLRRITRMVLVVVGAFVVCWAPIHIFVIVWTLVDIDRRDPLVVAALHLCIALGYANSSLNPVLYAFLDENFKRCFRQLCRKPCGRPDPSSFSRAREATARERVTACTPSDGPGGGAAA
OPRM1-OPRD1 inv: inverse agonists of MOR-DOR heterodimerization, primary screen, cell-based, luminescence | inhibition, % at 9.3 µM | Mu-type opioid receptor (Homo sapiens) + Delta-type opioid receptor (Homo sapiens), … | cell-based MOR-DOR heterodimer luminescence, inverse agonism | 340,000 compounds, 0.21% hits; in the data active = inhibition above about 22%, passing the limit was not always enough;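 note: 0% = cells with DMSO and 100% = wells without cells with DMSO; values of inactives mirror those of a sister screen read the other way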
Arrestin-AP2 inh: inhibitors of beta-arrestin/AP2 binding, primary screen, biochemical, GPCR trafficking, flow cytometry; FITC-arrestin peptide / GST-AP2 beads; AP2 beta2 appendage carries R879A mutation; inhibition, % at 10 µM; 340,000 compounds, 0.31% hits; AID 504490, 2011;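 active = inhibition above a set limit, near 3 SD of compounds lacking own fluorescence, cut at about 54% in these data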;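 note: plate controls were DMSO wells for no effect and 5 µM unlabelled arrestin peptide for full effect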
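Measured by: flow cytometry, FL1 (488/535 nm); Material: AP2 appendage R879A on GSH beads; Evaluation: percent response; Timing: pre-incubation 12 min, peptide binding 1 h, room temperature; Also added: 50 nM FITC-arrestin peptide; Medium: PBS with 0.05% Tween 20 and 0.1% BSA.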
Keap1-Nrf2 PPI: Keap1-Nrf2 protein-protein interaction inhibitors, primary screen, biochemical, fluorescence polarization, single point; Kelch-like ECH-associated protein 1 (Homo sapiens), Q14145; Keap1 Kelch-Nrf2 peptide fluorescence polarization, 1536-well; inhibition, % at 9.4 µM; 340,000 compounds, 0.15% hits; AID 504523, 2011; in the data active = inhibition above about 12%;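 note: human Keap1 Kelch domain with fluorescein labeled Nrf2 9mer peptide probe; 0% = neutral control wells and 100% = peptide positive control; higher means more block of Keap1 binding to Nrf2 peptide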
RTF Ca sens act: cardiac RTF calcium sensitivity activators, primary screen, biochemical, IANBD-TnC fluorescence, EC20 calcium | IANBD-labeled TnC RTF fluorescence at EC20 calcium; 0% EC20 calcium, 100% full calcium | 340,000 compounds, 0.24% hits | activation, % at 7.2 µM | AID 493008, 2010;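 active = activation above the mean over all tested compounds plus 3 SD, cut at about 30% in these data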;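 note: rise in fluorescence read as greater calcium sensitivity of cardiac thin filaments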
RTF Ca sens inh: cardiac RTF calcium sensitivity inhibitors, primary screen, biochemical, IANBD-TnC fluorescence, EC70 calcium; Troponin I, cardiac muscle (Homo sapiens) + Troponin T, cardiac muscle (Homo sapiens) + …; IANBD-labeled cardiac RTF, Ca2+ fluorescence; inhibition, % at 7.15 µM; 340,000 compounds, 0.12% hits; AID 493244, 2011;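 active = inhibition above the mean inhibition of all tested compounds plus 3 SD, cut at about 17% in these data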;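 note: assay run at fixed EC70 calcium of 1.6 mM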
An asterisk follows results filed as active; · = no result given.

Wnt bcat act	RTF Ca sens act	Pemphigus Ab inh	V-ATPase pHluor	Keap1-Nrf2 PPI	OPRM1-OPRD1 inv	C-LANA FP	OPRM1-OPRD1 ag	Arrestin-AP2 inh	RTF Ca sens inh	Compound
-5	-2	113	7	0	-32	0.2	5.4	3	2	C/C(N)=C(/C#N)C(=O)COC(=O)C1CCC(C(C)(C)C)CC1 (centres undefined)
1	6	·	-4	0	11	0.2	-2.2	28	4	CCC(C)[C@H](NC(=O)NCCCOC(C)C)C(=O)OC (some centres undefined)
5	12	114	0	-5	1	0.6	-0.3	12	2	NC(=O)c1ccc[n+](CC(=O)c2ccc(F)cc2)c1
14	1	105	-1	0	10	-0.5	-2.0	19	1	CCc1ccc(NC(=O)c2ccccc2Br)cc1
5	2	99	1	-2	-2	-8.0	0.3	-1	-2	CCCCOC(=O)Nc1ccc(S(=O)(=O)Nc2nccs2)cc1
-3	1	99	2	-6	14	2.5	-3.6	30	-4	O=C(c1ccc2c(c1)C(=O)N(Cc1ccncc1)C2=O)N1CCN(S(=O)(=O)c2ccc(OC(F)(F)F)cc2)CC1
-1	-6	114	8	5	3	0.1	-0.6	12	-7	N#Cc1cc(-c2ccccc2)nc(N2CCNCC2)n1
-2	5	99	1	-2	-1	0.4	0.3	-9	0	CCCCN1C(=O)N(CCc2ccc(F)cc2)S(=O)(=O)c2cc(C(F)(F)F)ccc21
·	3	96	0	3	0	0.7	0.0	6	-3	CSc1nc(C)cc(OCC(=O)n2nc(C)cc2C)n1
1	3	100	-2	-3	1	-2.6	-0.2	21	1	CCc1ccc(-n2c(=O)c3c(C)c(C(=O)N(C)C)sc3n(CC(=O)NCC3CCCO3)c2=O)cc1 (centres undefined)
9	-1	·	4	-3	-19	-0.5	3.1	22	4	CCc1ccc(NC(=O)c2sccc2-n2cccc2)cc1
·	-1	116	2	-1	-2	27	0.4	6	-8	N#Cc1ccccc1CN1C(=O)S/C(=C/c2cccn2-c2cccc(C(=O)O)c2)C1=O
-1	-1	103	7	3	-4	-1.3	0.7	5	0	CCn1cc(C(=O)NCCOC)c(=O)c2ccc(C)nc21
4	1	105	-4	4	2	-1.2	-0.6	31	-6	COc1ccc(CCNC(=O)CN(C)S(=O)(=O)c2cccs2)cc1
·	-8	96	4	3	8	0.0	-1.4	-7	-17	CCC(CC)NC(=O)CSc1nnc(-c2ccc(OC)cc2)n1C(C)C
-3	5	104	1	-8	10	3.4	-1.9	3	-10	CCc1nnc(NC(=O)C(NS(=O)(=O)c2ccc3c(c2)OCCO3)C(C)C)s1 (centres undefined)
11	6	93	-1	-1	17	0.5	-3.4	9	-9	O=C(Nc1ccc2c(c1)OCCO2)Nc1ccc2c(c1)OCO2
0	-2	100	-3	0	10	-5.1	-1.9	-1	0	COc1ccc(S(=O)(=O)Nc2ccccc2N2CCOCC2)cc1[N+](=O)[O-]
3	8	95	-1	-1	-9	1.2	1.8	1	-5	CN(C)CCCN(C(=O)COc1ccc(Cl)cc1)c1nc2ccc(F)cc2s1
-8	9	105	3	-4	4	-0.4	-0.6	4	1	CCn1c(CC(=O)Nc2ccc(C)cc2)nnc1SCC(=O)NCc1ccccc1
-5	-4	·	0	3	8	0.0	-1.7	2	-3	COc1ccc(CCN2C(=O)CC(Cc3ccc(Br)cc3)C2=O)cc1OC (centres undefined)
0	6	103	-2	-2	4	-0.5	-0.8	5	1	CC(C(=O)O)c1ccc2c(c1)[nH]c1ccc(Cl)cc12 (centres undefined)
18	3	85	-2	3	16	0.4	-3.3	-5	8	Cc1cccc(C2c3[nH]c4ccccc4c3CCN2C(=O)c2cn(C)c3ccccc3c2=O)n1 (centres undefined)
-1	5	102	3	-2	4	-0.6	-0.7	1	-3	CCOCCCNC(=O)C(NC(=O)c1ccc(=O)[nH]c1)c1ccc(Cl)cc1 (centres undefined)
-3	-2	104	1	-2	7	-0.6	-1.3	-9	-1	O=C(Nc1ccccn1)C12CC3CC(CC(C3)C1)C2
-33	8	100	-2	-6	·	1.3	·	8	-4	Cc1nc2ccccc2n1CC(=O)NC1CCCC1
13	·	98	0	0	·	-1.8	·	6	·	O=C1C[C@H]2[C@H](CO)[C@@H](OC(=O)c3ccc(-c4ccccc4)cc3)C[C@H]2O1
-1	4	110	5	-1	3	1.3	-0.5	-3	-6	COc1ccc(CNC(=O)c2c(C)cc(=O)oc2C)cc1
1	-3	116	1	0	7	-0.2	-1.5	·	-2	CC(=O)N1CCN(CC(=O)Nc2cc([N+](=O)[O-])ccc2Cl)CC1
-2	-1	105	4	-1	6	-0.4	-1.0	-3	-2	O=S(=O)(NCCCCNS(=O)(=O)c1c(F)cccc1F)c1ccc2c(c1)OCCO2

A few values from the results shown:
Entry for N#Cc1cc(-c2ccccc2)nc(N2CCNCC2)n1 in C-LANA FP: 0.1
Entry for N#Cc1ccccc1CN1C(=O)S/C(=C/c2cccn2-c2cccc(C(=O)O)c2)C1=O in OPRM1-OPRD1 inv: -2

Further compounds
Wnt bcat act	RTF Ca sens act	Pemphigus Ab inh	V-ATPase pHluor	Keap1-Nrf2 PPI	OPRM1-OPRD1 inv	C-LANA FP	OPRM1-OPRD1 ag	Arrestin-AP2 inh	RTF Ca sens inh	Compound
-2	4	105	0	-4	-1	0.5	0.1	2	0	COC(=O)CSc1nnc(-c2cccc(NC(=O)c3ccc(C)cc3)c2)n1C
0	0	96	3	4	13	0.6	-2.9	4	2	CC(CN1CCCC1)OC(=O)c1ccccc1Cl (centres undefined)
-1	-2	99	-1	4	20	-0.3	-3.8	-2	-3	Cc1ccc(C(C)C)c(OCC(=O)N/N=C2\CC(=O)CC(C)(C)C2)c1
16	1	99	-1	-2	-4	0.6	0.6	-1	-4	O=C(Nc1ccc(SC(F)F)cc1)C1=COCCO1
-1	-2	98	0	-3	5	0.1	-0.7	24	-6	CN(CCOc1ccccc1)CCOc1ccccc1
-7	1	103	-2	-6	-9	-1.0	1.7	-4	-4	Cc1onc(-c2ccccc2)c1C(=O)Nc1ccc(OC(C)C)cc1
-1	2	105	0	-7	5	-0.3	-1.1	13	9	CCc1ccc(N/C(N)=N/c2nc(CSc3ncccn3)cc(=O)[nH]2)cc1
-2	-4	110	-4	-1	13	0.7	-2.9	32	-3	NC(=O)Cn1c(=O)n(CCCC(=O)NC2CCN(Cc3ccccc3)CC2)c(=O)c2ccccc21
0	-2	97	-4	1	4	-0.3	-0.6	-3	-11	CCN(CC)CCNc1nc(-c2ccccc2)c2c(c1C#N)CC(C)(C)OC2
2	-1	104	-3	-5	-1	1.1	0.2	13	-7	O=C(NCC(=O)N1CC=C(c2ccccc2)CC1)c1ccccc1Br
-2	-2	95	-4	-1	11	-1.1	-2.2	-12	-6	O=C1NC(CCO)C(=O)NC1CCO (centres undefined)
-3	-2	117	0	-3	1	2.1	-0.1	-1	1	CC(=O)Nc1ccc(C(=O)COC(=O)c2nc3nc(C)cc(C)n3n2)cc1
·	-2	105	0	1	13	2.6	-2.6	-8	-2	CC(NCc1ccccc1)C1COc2ccccc2O1 (centres undefined)
-1	-6	78*	0	-13	-16	11	3.2	34	6	O=C1/C(=C/C=C/c2ccco2)SC(=S)N1c1ccc(O)cc1
-1	2	104	-3	-2	-4	-1.0	0.8	35	-4	COc1cccc(CN(C)C(=O)c2cccc(OC3CCN(C4CCCC4)CC3)c2)c1
·	2	100	-1	-7	4	-0.8	-0.9	-7	-7	CCN(CC(=O)NC(C)C)C(=O)C(CCSC)NC(=O)c1cccc(C)c1 (centres undefined)
4	-1	107	-1	1	1	1.1	-0.2	22	-8	CCC(c1nnc(SCC(=O)NC23CC4CC(CC(C4)C2)C3)o1)N(C)C (centres undefined)
·	-6	101	2	2	-4	-0.4	0.8	8	-2	CCn1cc(CNC(=O)/C=C/c2ccc([N+](=O)[O-])cc2)c(C)n1
1	1	106	-2	0	-2	0.2	0.3	6	-2	COc1cccc(NC(=O)CN2C(=O)COc3ccc(Cl)cc32)c1
2	7	98	0	-6	5	0.4	-0.9	21	-4	O=C(CSc1ccccc1)N1CCN(C(=O)c2ccco2)CC1
·	-4	101	1	-1	12	-0.2	-2.2	2	-4	Fc1ccccc1OCCCN1CCOCC1
1	3	89	-1	2	6	0.5	-1.2	3	-13	O=C(CSc1nc2scc(-c3cccs3)c2c(=O)n1CCc1ccccc1)N1CCCC1
-2	-1	108	-3	-3	-9	0.4	2.2	0	-5	Cc1ccc(S(=O)(=O)N2CCCN(C(C)c3nc4ccccc4c(=O)[nH]3)CC2)cc1 (centres undefined)
-3	-3	120	-6	2	-1	-0.4	0.1	2	-14	Cc1ccc(S(=O)(=O)N2CCOC23CCN(C(=O)c2cc(Cl)ccc2Cl)CC3)cc1
0	5	115	4	-14	15	-2.0	-2.8	-2	-10	O=C(CSC1=Nc2ccccc2C2CC=NN12)NCc1ccco1 (centres undefined)
22	-5	101	6	2	20	-0.6	-3.7	-14	0	O=C(C1CCC(=O)N(C2CC2)C1)N1CCN(c2cccc(Cl)c2)CC1 (centres undefined)
2	5	94	-2	2	14	1.6	-2.4	-8	-2	CNC(=O)N(O)C1N(/N=C/c2ccccc2F)C(=S)SC1(C)C (centres undefined)
1	2	97	-3	2	12	-0.1	-2.5	-1	-8	COc1c(C)cc(C(=O)C2CCCN(C(=O)c3cc4nc(C)cc(C)n4n3)C2)cc1C (centres undefined)
-1	0	98	-2	-6	10	1.0	-1.6	10	-3	Cc1cc(C)cc(NC(=O)c2cccc(NC3=NC4CS(=O)(=O)CC4S3)c2)c1 (centres undefined)
-2	-1	118	-1	4	-12	-0.4	1.5	-7	-5	COc1ccc(Cc2nnc(NC(=O)C3CC(=O)N(c4ccc(OC)cc4)C3)s2)cc1 (centres undefined)
-10	-4	101	0	-1	22	0.4	-3.9	-5	4	CCO[C@@H]1OC(C(=O)NC2CC2)=C[C@H](c2csc3ccccc23)[C@H]1CCCO
-2	1	111	-1	-7	-13	-0.8	2.9	10	-11	COc1ccc(Cl)cc1NC(=O)NCC1CCN(Cc2cc(C)ccc2C)CC1
2	-2	101	2	0	14	-3.1	-3.1	33	-1	CC(=O)c1cccc(NS(=O)(=O)c2csc(C(N)=O)c2)c1
1	2	121	2	-1	4	-0.2	-0.7	18	5	COc1ccc(OCCSc2nc3ccccc3n2CCC(=O)O)cc1
